High-throughput results as filed in PubChem BioAssay.
STAT1 activator: STAT1 signaling activators, primary screen, cell-based, HTS, luciferase reporter; NIH 3T3 STAT1-luciferase reporter, IFN-gamma, luminescence; 100% = IFN-gamma alone, no compound; activation (% of control), % at 5.5 µM; 2.6% of 200,000 active; AID 932, 2007;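 active means activation above the screen-wide mean activation plus 3 SD, cut at about 130% in these data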;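 further: raw ratio to IFN-gamma control signal so 100% means no change and 0% no light; values of inactives mirror those of a sister screen read the other way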
FLuc act counter: FLuc activators, initial screening, artefact control for FLuc-dependent activation tests, biochemical, ATPlite luminescence | activation factor at 10 µM | ATPlite luciferase biochemical, 10 min; 0 = ATP-free wells, 1 = DMSO control | AID 1027, 2008 | 200,000 tested, under 10 active | Luciferin 4-monooxygenase (Photinus pyralis), P08659;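 active means luciferase activation factor, scaled between plate controls, of at least 2 with compound at 10 µM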
Target sequence (P08659 whole entry, looked up): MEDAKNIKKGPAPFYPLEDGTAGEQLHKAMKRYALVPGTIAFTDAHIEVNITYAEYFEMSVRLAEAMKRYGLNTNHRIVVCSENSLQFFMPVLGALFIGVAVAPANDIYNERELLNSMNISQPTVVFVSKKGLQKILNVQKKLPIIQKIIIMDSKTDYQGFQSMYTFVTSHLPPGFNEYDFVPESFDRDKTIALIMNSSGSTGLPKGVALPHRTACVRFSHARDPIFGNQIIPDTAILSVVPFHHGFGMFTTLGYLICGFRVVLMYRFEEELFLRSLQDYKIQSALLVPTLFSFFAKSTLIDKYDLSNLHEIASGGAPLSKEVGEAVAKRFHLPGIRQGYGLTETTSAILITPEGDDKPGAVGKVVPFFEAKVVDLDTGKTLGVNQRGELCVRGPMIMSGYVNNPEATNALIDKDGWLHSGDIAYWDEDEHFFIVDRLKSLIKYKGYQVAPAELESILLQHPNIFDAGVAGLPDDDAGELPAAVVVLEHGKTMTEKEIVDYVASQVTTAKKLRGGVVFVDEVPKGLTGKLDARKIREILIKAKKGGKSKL
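Assay system: Luciferase/luciferin detection reagent, cell-free biochemical luciferase assay / Also added: ATP substrate / Schedule: 10 min at ambient temperature / Measured by: luminescence measurement of luciferase light output / Benchmarks: low control with PBS replacing ATP, high control enzyme plus ATP without compound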
STAT3 blocker: IL-6 driven STAT3 reporter inhibitors, primary screen, U3A cells, luciferase, luminescence, MLSCN library; IL-6 STAT3-luciferase reporter; host cell line lacks STAT1; inhibition, % at 5.5 µM; 0.89% of 190,000 active; AID 862, 2007;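 active means inhibition above the mean inhibition across all screened compounds plus 3 SD, cut at about 44% in these data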;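 further: 0% = DMSO only wells and 100% = 100 µM nifuroxazide control wells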
NF-kB expr up: activators of NF-kB expression in neurons, primary screen, cell-based, HTS | fold change at 12.5 µM | AID 1239, 2008 | human neuronal cells, NF-kB reporter expression; active compounds read high | 1.6% of 190,000 active; in the data active means fold change above about 3.3
APP 5'UTR act: activators of APP 5'UTR luciferase reporter, primary screen, SH-SY5Y cells. activation, % at 2 µM. 1% of 190,000 active. SH-SY5Y APP 5'UTR luciferase reporter, luminescence; zero percent = DMSO vehicle wells;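 active means activation above a set limit, based on mean plus 3 SD of controls, cut at about 140% in these data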; further: values of inactives mirror those of a sister screen read the other way
APP transl inh: inhibitors of APP translation via 5'UTR reporter, primary screen, APP 5'UTR luciferase, SH-SY5Y cells | 0.82% of 190,000 active | inhibition, % at 2 µM | SH-SY5Y APP 5'UTR-luciferase reporter, luminescence;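 active means inhibition above a set limit, derived from the sample mean plus 3 SD, cut at about 45% in these data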; further: values of inactives mirror those of a sister screen read the other way
ROMK mod: ROMK potassium channel modulators, primary screen, cell-based, thallium flux, MLSMR library; ATP-sensitive inward rectifier potassium channel 1 (Homo sapiens), P48048; Tet-inducible ROMK, thallium flux fluorescence; actives lie on both sides; B-score at 10 µM; 2% of 130,000 active; AID 1918, 2009;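 active means signal ratio slope over the read window, or its plate-corrected B-score, at least 3 SD from the plate mean, either direction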;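 further: B-score of the F/F0 ratio slope over 7 to 12 s after thallium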
Target sequence (P48048 whole entry, looked up): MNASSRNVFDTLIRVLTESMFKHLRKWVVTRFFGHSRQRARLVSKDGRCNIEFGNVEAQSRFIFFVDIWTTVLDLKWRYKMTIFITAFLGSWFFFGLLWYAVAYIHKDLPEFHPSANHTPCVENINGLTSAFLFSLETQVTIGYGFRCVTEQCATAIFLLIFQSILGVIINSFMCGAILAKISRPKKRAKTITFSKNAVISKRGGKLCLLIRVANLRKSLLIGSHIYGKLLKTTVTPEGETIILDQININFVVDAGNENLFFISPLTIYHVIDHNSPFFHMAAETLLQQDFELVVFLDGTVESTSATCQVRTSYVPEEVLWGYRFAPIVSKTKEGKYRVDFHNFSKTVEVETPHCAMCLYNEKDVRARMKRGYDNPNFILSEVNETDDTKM
STAT1 blocker: STAT1 signaling inhibitors, primary screen, cell-based, HTS, luciferase reporter | NIH 3T3 STAT1-luciferase reporter, IFN-gamma, luminescence | inhibition, % at 5.5 µM | 0.35% of 200,000 active | AID 920, 2007;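 active means inhibition above a set limit, the mean inhibition across all tested compounds plus 3 SD, cut at about 34% in these data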;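 further: 0% = IFN-gamma with DMSO and 100% = IFN-gamma with 300 µM nifuroxazide; values of inactives mirror those of a sister screen read the other way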
STAT3 act: IL-6 driven STAT3 reporter potentiators, primary screen, U3A cells, luciferase, luminescence, MLSCN library; IL-6 STAT3-luciferase reporter; 100% = signal with IL-6 EC80 alone; 0.91% of 190,000 active; activation (% of control), % at 5.6 µM;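 active means activation above the screen-wide mean of compound activation plus 3 SD, cut at about 130% in these data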;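 further: 0% = background luminescence of wells with medium and substrate only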
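Assay system – human STAT1-deficient U3A cells with stable STAT3-luciferase reporter · Also added – IL-6 (33 ng/mL) · Schedule – compound 1 h, then IL-6 6 h at 37 °C · Technique – reporter luminescence signal · Evaluation – % activation versus median of IL-6-stimulated wells · Benchmarks – IL-6-only wells as 100% reference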
FLuc inhib CS: firefly luciferase enzyme inhibitors, primary screen, artefact control for luciferase-based inhibitor screens, biochemical, luminescence, ATPLite; 10 min; 1.5% of 200,000 active; Luciferin 4-monooxygenase (Photinus pyralis), P08659; inhibition, % at 10 µM;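 active means inhibition above about 50% when tested at 10 µM, limit read from the data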
Active calls of the source: *; / = no result given.

SMILES	STAT1 activator	FLuc act counter	STAT3 blocker	NF-kB expr up	APP 5'UTR act	APP transl inh	ROMK mod	STAT1 blocker	STAT3 act	FLuc inhib CS
COc1ccc2c(c1)C(C)=CC(C)(C)N2S(=O)(=O)c1ccc(C)cc1	100.0	1.1	-11.8	2.63	-84.3	84.3*	0.158	-1.5	111.3	-5.0
COCCn1c(CN2CCN(C)CC2)nc2c1c(=O)n(C)c(=O)n2C	97.0	1.1	7.8	1.11	/	/	/	3.4	100.9	-7.1
Cc1nnc(SCC(=O)c2c(N)n(Cc3ccccc3)c(=O)n(C)c2=O)n1C	100.2	1.1	1.1	0.98	6.1	-6.1	1.1	-0.3	103.2	-8.2
Cc1ccc(S(=O)(=O)N2CCCCC2C(=O)NCc2ccco2)cc1 (stereo unspecified)	94.7	1	-2.9	0.99	-12.2	12.3	/	5.8	105.2	-4.8
CN1C(=O)NC(NC(=O)c2ccco2)(C(F)(F)F)C1=O (stereo unspecified)	107.6	1	-1.0	1.02	3.3	-3.3	0.936	-8.1	103.4	-4.5
CCOC(=O)Cc1csc(NC(=O)Cc2cccs2)n1	101.1	1	-6.7	1.17	5.0	-5.0	-0.89	-1.2	107.4	-4.6
COCCNC(=O)COc1ccc(C)cc1C	93.3	1	-3.7	0.96	-9.8	9.8	-0.0721	7.2	100.5	-3.3
Cc1ccc(C(=O)N/C(=C\c2sccc2C)C(=O)NCc2ccco2)cc1	93.6	1.1	4.7	1.01	13.8	-13.8	/	7.1	105.8	-5.7
COc1ccc(NC(=S)NC23CN4CN(CN(C4)C2)C3)c(OC)c1	96.1	1	-0.5	1.12	-4.6	4.6	/	3.0	101.7	-3.9
O=C(N/N=C/c1ccccn1)c1cc([N+](=O)[O-])cc([N+](=O)[O-])c1	129.1*	1	5.9	0.8	-5.2	5.3	0.478	-32.6	96.3	-2.1
Cc1ccc(-c2ccc(/C=N/n3cnnc3)o2)cc1Cl	100.6	1.1	19.6	0.68	22.6	-22.6	/	-0.6	86.0	-5.2
COC(=O)c1cc(NC(=O)C(C)c2ccc(CC(C)C)cc2)ccc1O (stereo unspecified)	83.6	1.1	17.9	0.97	7.8	-7.8	/	15.7	87.4	-8.1
CC1CN(C(=O)COC(=O)c2nn(-c3ccccc3)c(=O)c3ccccc23)CC(C)O1 (stereo unspecified)	90.7	1	-3.0	1.05	-6.6	6.6	0.545	8.6	104.1	-4.9
O=[N+]([O-])c1ccc(/C=N\N2CCN(c3ccc(Cl)cc3)CC2)cc1	93.6	1	21.0	0.98	-8.8	8.8	-0.335	7.1	82.7	-1.6
CSc1nc(C)c2c(n1)N(c1ccc(F)cc1)CC2	101.4	1.1	22.2	1.29	-8.5	8.5	/	-1.5	89.5	-5.7

Ordered by length of the SMILES (low to high): some entries from above
SMILES	STAT1 activator	FLuc act counter	STAT3 blocker	NF-kB expr up	APP 5'UTR act	APP transl inh	ROMK mod	STAT1 blocker	STAT3 act	FLuc inhib CS
Cc1ccc(S(=O)(=O)N2CCCCC2C(=O)NCc2ccco2)cc1 (stereo unspecified)	94.7	1	-2.9	0.99	-12.2	12.3	/	5.8	105.2	-4.8
COc1ccc(NC(=S)NC23CN4CN(CN(C4)C2)C3)c(OC)c1	96.1	1	-0.5	1.12	-4.6	4.6	/	3.0	101.7	-3.9
COC(=O)c1cc(NC(=O)C(C)c2ccc(CC(C)C)cc2)ccc1O (stereo unspecified)	83.6	1.1	17.9	0.97	7.8	-7.8	/	15.7	87.4	-8.1
Cc1ccc(C(=O)N/C(=C\c2sccc2C)C(=O)NCc2ccco2)cc1	93.6	1.1	4.7	1.01	13.8	-13.8	/	7.1	105.8	-5.7
O=C(N/N=C/c1ccccn1)c1cc([N+](=O)[O-])cc([N+](=O)[O-])c1	129.1*	1	5.9	0.8	-5.2	5.3	0.478	-32.6	96.3	-2.1

(cont.)
SMILES	STAT1 activator	FLuc act counter	STAT3 blocker	NF-kB expr up	APP 5'UTR act	APP transl inh	ROMK mod	STAT1 blocker	STAT3 act	FLuc inhib CS
O=S(=O)(Nc1ccc2c(c1)OCCO2)c1cccc2cccnc12	88.3	1.1	9.9	0.83	9.5	-9.5	/	12.7	93.7	-6.1
O=C(Nc1ccc(-c2ccc3nncn3n2)cc1)C1CCCCC1	101.5	0.7	22.9	1.06	1.0	-1.0	0.409	-2.0	86.3	26.9
O=C(CCC(=O)Nc1ccc(Cl)cc1Cl)NNC(=O)Nc1ccccc1	101.0	1.1	10.8	0.96	10.5	-10.5	0.945	-4.0	94.9	-5.4
Cn1nc(-c2ccc(OCC(=O)Nc3cccnc3)cc2)c2ccccc2c1=O	87.7	1	31.0	0.89	13.3	-13.3	/	13.4	75.8	-1.8
CC(C)(C)c1ccc(C(=O)N2CCC(C(=O)NCc3ccco3)CC2)cc1	112.7	1.1	0.3	1.25	23.5	-23.5	0.0902	-14.6	100.9	-5.2
CN(C)CCNC(=O)c1cccc(NS(=O)(=O)c2ccc(Cl)c(Cl)c2)c1	98.4	1	-1.1	1.04	5.7	-5.7	0.142	0.2	102.0	2.1
Cc1c(CCC(=O)O)c(=O)oc2cc(O)ccc12	97.4	1.1	31.7	1.19	4.2	-4.2	/	4.0	78.1	-5.7
Cc1nn(Cc2ccc([N+](=O)[O-])cc2)c(=O)n1N(C)c1ncc(C(F)(F)F)cc1Cl	106.3	1.1	0.2	0.89	10.2	-10.3	-1.31	-6.8	103.8	-7.2
Cc1[nH]nc2c1C(C1CC=CCC1)C(C#N)=C(N)O2 (stereo unspecified)	102.4	1	-6.5	0.65	-5.5	5.5	/	-2.6	109.5	-0.9
Cc1nc(NC(=S)Nc2ccccc2)sc1C	124.3	0.8	-2.0	4.75*	140.4*	-140.4	0.176	-26.2	103.1	24.5
N=C1SC(c2ccccc2)C(=O)N1c1ncc(Cc2ccccc2)s1 (stereo unspecified)	99.7	1	0.9	1	1.9	-1.9	-0.408	0.3	99.2	-2.7
O=C(O)Cc1ccc(NC(=O)C2CCCCC2C(=O)O)cc1 (stereo unspecified)	108.2	1.1	0.8	1.51	-13.2	13.2	/	-9.0	103.7	-6.1
Nc1nc(-c2ccco2)nn1S(=O)(=O)c1ccccc1	93.7	1.1	8.6	1.04	3.0	-3.0	0.154	7.3	94.5	-8.3
CN(C)C=NC(=O)/C(C#N)=C/c1ccccc1	97.8	1	12.2	1.3	-17.2	17.2	-0.266	2.0	95.8	0.1
Cc1ccc(OCC(=O)Nc2ccccc2N2CCCC2)c(C)c1	96.9	1	16.2	1.08	5.8	-5.8	0.552	3.2	90.7	0.9
CCOC(=O)c1cc(-c2ccccc2)sc1NC(=O)COC(=O)c1cccc(S(N)(=O)=O)c1	100.1	1.1	25.1	1.31	15.8	-15.8	-0.632	-1.5	84.5	-8.4
c1coc(-c2nc3nc4ccccc4nc3n2CC2CCCO2)c1 (stereo unspecified)	90.4	1	-6.0	0.86	-29.1	29.1	0.0559	8.4	104.9	2.3
Cc1ccc(S(=O)(=O)N(NC2=NS(=O)(=O)c3ccccc32)C(=O)c2ccccc2)cc1	105.5	1	-2.2	1.06	-9.6	9.6	-0.0829	-6.1	103.9	0.4
Cc1cccc(-n2cnc3cc(C(=O)N4CCCCC4)ccc32)c1	125.1	0.9	-3.9	1.94	31.7	-31.7	-0.884	-27.4	105.0	5.0
FC(F)(F)c1cc(-c2ccccc2)nc(-n2cncn2)n1	106.3	1	18.6	1.08	4.9	-4.9	/	-6.9	90.3	-0.2
COc1cc(C(C(=O)NC2CCCCC2)N(C(=O)Cc2c[nH]c3ccccc23)c2ccccc2C)cc(OC)c1OC (stereo unspecified)	110.5	1	-12.6	0.89	-4.1	4.1	/	-11.6	116.6	-1.0
COc1ccc(OC)c(NS(=O)(=O)c2ccc(NC(=O)c3ccc(NS(C)(=O)=O)cc3)cc2)c1	102.9	1	16.1	0.95	-2.8	2.8	/	-3.2	88.6	-4.0
CC(=O)c1c(-c2ccccc2)c2cc(Cl)ccc2[nH]c1=O	78.5	1	32.8	0.87	0.8	-0.8	/	21.3	74.4	4.5
O=c1cc(O)c2c(=O)n(-c3ccccc3)c3c(c2o1)CCCCC3	100.8	1	2.3	1.56	-7.6	7.6	-0.346	-0.9	96.3	-2.4
Cc1cc(C(=O)CCl)c(C)n1-c1cccc([N+](=O)[O-])c1	84.0	1	9.0	1.27	3.3	-3.3	0.763	17.0	94.4	-4.9
CCCCCCCc1ccc(-c2ccc(O)cc2)nc1	107.4	0.8	53.6*	1.13	26.6	-26.6	0.589	-10.0	56.0	22.8
CCNc1nc2nonc2nc1NCC	93.9	1	3.1	0.96	6.6	-6.6	0.391	6.6	99.0	-4.7
Clc1cccc(Cl)c1-c1nnc2cccc(Cl)n12	110.5	1	-2.5	0.93	0.9	-0.9	0.771	-11.6	104.0	-3.0
CN(C)S(=O)(=O)c1cc(NC(=O)CN2CCN(c3ccccc3O)CC2)ccc1Cl	92.4	1.1	5.9	0.87	17.8	-17.8	-0.19	9.6	99.2	-6.8
O=C(O)c1c(Cl)c(Cl)c(Cl)c(Cl)c1C(=O)N1CCOCC1	93.4	1.1	10.2	1.22	-23.3	23.3	/	7.1	93.2	-6.0
Cc1ccc(-c2nnc(CCC(=O)N(C)Cc3nccs3)o2)s1	117.2	1	3.2	2.37	10.1	-10.1	/	-19.9	100.3	-1.0
CC(=O)N1CCC(=NNc2nc3ccccc3[nH]2)CC1	127.4	1	-54.7	0.9	124.5	-124.5	-0.317	-29.1	143.3*	0.4
COc1ccc(-c2nn(-c3ccccc3)cc2CNC(C)Cn2cncn2)c(F)c1 (stereo unspecified)	95.8	1	9.6	0.97	-26.8	26.8	0.657	3.0	95.4	-4.2
COc1ccc(C(=O)n2cc(C(=O)c3cc(C)ccc3O)cn2)cc1OC	98.9	1.1	-0.9	0.78	-14.6	14.6	/	1.3	103.1	-5.6
COc1cc(NC(=O)Cn2nc(-c3ccc(F)cc3)ccc2=O)ccc1-n1cnnn1	92.9	1.1	9.3	1.18	-1.6	1.6	-0.0184	9.1	96.2	-8.6
O=C(Oc1cc2oc(=O)c3c(c2cc1Cl)CCCC3)c1ccco1	95.5	1	5.6	1.11	3.5	-3.5	/	5.0	98.2	-2.5
O=C(NCc1ccco1)C1CCCN1C(=O)Nc1ccccc1 (stereo unspecified)	100.1	1.1	-4.7	1.1	6.8	-6.8	0.00255	-2.2	110.0	-8.4
CO/N=C/NC(=O)N1OC[C@@H]2COc3ccc4ccccc4c3[C@@H]21	94.8	1	4.3	1.02	-5.7	5.7	-0.777	5.7	101.2	-4.0
Cc1cc(NC(=O)c2cccc(S(=O)(=O)N3CCOCC3)c2)no1	98.0	1.1	3.0	1.32	-8.3	8.3	-1.77	0.8	98.4	-9.4
Cc1ccc(NC(=O)COC(=O)Cn2cnc3c2c(=O)n(C)c(=O)n3C)c(Cl)c1	97.5	1.1	10.4	1.1	5.4	-5.4	-1.01	2.4	97.5	-10.4
